V-ATPase pHluor: alters yeast V-ATPase proton transport; AID 504577; 0.37% of 350,000 active; S. cerevisiae, pHLuorin cytosolic pH fluorescence; response, % at 10 µM; in the data active means response mostly above about 7.3%, no sharp cut-off; inactive means mostly below about 5.4%; further: actives read high; inactives centre near 0; some compounds called inactive have numbers as strong as hits; reference of the scale not given here
MITF TRPM1 HTS: increases MITF-driven TRPM1 promoter luciferase signal; SK-MEL-5 TRPM1-promoter luciferase, 24 h; % of positive control, neutral wells = 0; activation, % at 12.5 µM; 0.75% of 300,000 active; AID 588334;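 active means mean activation of at least 80% with every replicate also reaching 80%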;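 further: 0% = neutral control wells and 100% = parthenolide positive control wells; values of inactives mirror those of a sister screen read the other way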
Rtt109 HAT inh: inhibitors of Candida albicans Rtt109/Vps75 histone acetyltransferase | Q5AAJ8 | purified Rtt109/Vps75, ThioGlo CoA-SH fluorescence, 4 h | inhibition, % at 34.9 µM | 0.16% of 330,000 active | AID 540336;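 active means inhibition of at least 50% in every replicate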
Target sequence (Q5AAJ8 whole entry, looked up): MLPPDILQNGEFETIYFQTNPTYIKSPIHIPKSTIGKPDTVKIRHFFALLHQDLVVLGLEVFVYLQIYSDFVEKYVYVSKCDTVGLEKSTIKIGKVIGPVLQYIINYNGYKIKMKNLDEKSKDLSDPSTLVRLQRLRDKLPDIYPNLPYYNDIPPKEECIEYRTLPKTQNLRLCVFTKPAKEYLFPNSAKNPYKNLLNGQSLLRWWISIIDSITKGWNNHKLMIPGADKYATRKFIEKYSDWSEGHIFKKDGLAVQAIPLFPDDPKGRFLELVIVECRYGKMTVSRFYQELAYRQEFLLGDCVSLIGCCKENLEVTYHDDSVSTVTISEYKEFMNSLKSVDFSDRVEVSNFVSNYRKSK
CAL PDZ FP-1: CAL PDZ (human) peptide binding inhibition; Q9HD26; purified CAL PDZ, TMR-peptide fluorescence polarization, 1 h; inhibition, % at 24.9 µM; 0.92% of 300,000 active; AID 602252;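 active means mean inhibition of at least 30% with at least half of replicates also reaching 30%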;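 further: 0% = DMSO neutral control and 100% = excess unlabeled competitor peptide PRC23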
CDK5 inh: inhibitors of human CDK5/p35 kinase; Recombinant CDK5/p35, ADP-Glo luminescence, 60 min; inhibition, % at 10 µM; 0.01% of 330,000 active; AID 488839;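 active means highest replicate inhibition of at least 50% and at least 75% of replicates reaching 50%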;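 further: plate controls were DMSO neutral control for no effect and GW8510 at 10 µM for full effect; many of its hits are not listed in these tables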
cardiac RTF act: increases calcium sensitivity of human cardiac regulated thin filaments. P19429+P45379. IANBD-labeled TnC RTF fluorescence at EC20 calcium; 0% EC20 calcium, 100% full calcium. activation, % at 7.2 µM. 0.24% of 340,000 active;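 active means activation above the mean over all tested compounds plus 3 SD, cut at about 30% in these data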;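 further: rise in fluorescence read as greater calcium sensitivity of cardiac thin filaments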
Tat transport: blocks Tat-dependent protein export in E. coli; E. coli MC4100 TorA-mCherry Tat export, fluorescence; 0.036% of 340,000 active; inhibition, % at 10 µM;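 active means mean replicate inhibition at least 50% and at least half of replicates individually reaching 50%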;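 further: exported cargo escapes ClpAP degradation while cytoplasmic cargo is degraded and loses fluorescence; 0% = median of neutral control wells and 100% = median of NaSCN control wells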
CAL PDZ FP-2: blocks peptide binding to human CAL PDZ domain | purified CAL PDZ, TMR-peptide fluorescence polarization, 1 h | inhibition, % at 20 µM | 0.02% of 330,000 active | AID 504414;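 active means highest replicate inhibition of at least 40%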;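 further: plate controls were DMSO neutral control wells for no effect and unlabeled competitor peptide control wells for full effect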
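System: purified tagged CAL PDZ domain construct (CerCALP). Schedule: 1 h incubation at room temperature before polarization reading. Medium: 25 mM sodium phosphate pH 7.4, 150 mM NaCl, TCEP, IgG, Thesit. Read-out: percent inhibition from loss of millipolarization. Measured by: FP readout, S and P plane fluorescence. Probe or stimulus: fluorescent TMR peptide probe.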
dFosB activator: activators of mouse delta FosB homodimer | P13346 | purified delta FosB, TAMRA-CDK5 oligo fluorescence polarization; percent of positive-control signal above neutral wells | activation, % at 25 µM | 0.99% of 340,000 active;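 active means mean activation above about 17%, with every replicate also reaching it, limit read from the data, passing the limit was not always enough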;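 further: fluorescence polarization rise as delta FosB binds a TAMRA Cdk5 AP-1 oligo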
Target sequence (P13346 whole entry, looked up): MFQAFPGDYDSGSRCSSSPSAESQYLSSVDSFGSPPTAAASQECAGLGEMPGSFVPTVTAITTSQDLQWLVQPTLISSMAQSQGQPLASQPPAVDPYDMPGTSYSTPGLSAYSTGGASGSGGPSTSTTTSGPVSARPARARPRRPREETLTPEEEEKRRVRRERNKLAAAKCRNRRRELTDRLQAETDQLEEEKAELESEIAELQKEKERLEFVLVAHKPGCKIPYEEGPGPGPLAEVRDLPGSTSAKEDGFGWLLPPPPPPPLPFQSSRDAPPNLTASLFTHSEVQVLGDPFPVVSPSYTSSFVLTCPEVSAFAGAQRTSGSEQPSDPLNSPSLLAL
Wnt act: activators of Wnt/beta-catenin signaling | 1.2% of 300,000 active | AID 743398 | Wnt/beta-catenin reporter cell assay, activator, plate reader | activation, % at 9.35 µM; in the data active means activation above about 30%, passing the limit was not always enough;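 further: 0% = neutral control wells and 100% = positive control wells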
An asterisk follows results filed as active; . = no result given.

SMILES	V-ATPase pHluor	MITF TRPM1 HTS	Rtt109 HAT inh	CAL PDZ FP-1	CDK5 inh	cardiac RTF act	Tat transport	CAL PDZ FP-2	dFosB activator	Wnt act
CCCCCn1c(N2CCOCC2)nc2c1c(=O)n(CC(N)=O)c(=O)n2C	3.5	4.2	4.2	-0.4	1.0	-3.3	-6.5	0.4	3.1	.
COc1ccc(NC(=O)c2c(NC(=O)CNCC(C)C)sc3c2CCC3)c(OC)c1	7.4	-57.7	0.5	10.3	-1.2	11.6	-0.6	-0.5	3.9	1.2
OCC(O)/C=N/Nc1nc(N2CCCCC2)nc(N2CCCCC2)n1 (stereo unspecified)	-1.6	-0.3	26.0	-1.9	2.0	-4.9	9.4	-1.8	-7.1	-1.6
COc1cc(C2/C(=C(\O)c3ccc4c(c3)CC(C)O4)C(=O)C(=O)N2CC2CCCO2)cc(OC)c1OC (stereo unspecified)	0.2	8.0	-0.2	0.6	-0.6	6.9	-2.2	-2.0	-0.2	0.1
Cc1ccc(CSc2nnc(-c3ccncc3)n2CC2CCCO2)cc1 (stereo unspecified)	0.3	-4.7	2.7	-17.7	1.7	-3.6	-6.8	-0.4	1.8	.
COc1cccc(C(CC(=O)O)NS(=O)(=O)c2ccc3c(c2)N(C(C)=O)CC(C)O3)c1 (stereo unspecified)	-8.2	0.4	5.7	-1.2	0.1	0.9	-10.7	-2.5	-4.4	1.1
COc1ccc(N2CCN(C(=O)CCc3ccccc3OC)CC2)cc1	0.9	1.8	2.4	1.1	-0.6	-4.0	-5.0	-0.6	6.8	-1.6
COC(=O)Cn1ccc(N(C)C)c(C#N)c1=O	-3.3	-3.1	-0.9	0.2	-2.9	3.5	-4.1	-2.7	-3.0	-1.6
CC[C@@]12C(=O)N(c3cccc(Br)c3)C(=O)N1[C@H](c1ccc(Cl)cc1)[C@@H]1C(=O)N(C3CCCCC3)C(=O)[C@@H]12	-0.5	1.2	6.3	-3.1	0.0	5.3	-1.0	-0.6	-7.7	-12.8
O=C(Nc1cc(Cl)cc(Cl)c1)c1cccnc1	-4.2	8.9	-3.5	-3.2	0.1	4.8	-0.7	-1.0	-10.8	-0.8
CCOC(=O)c1sc2ncnc(OC)c2c1C	11.7	6.4	6.0	-1.0	0.3	-1.3	-6.8	.	-5.2	-2.7
CCOC(=O)c1sc(SC)nc1N	-0.3	15.1	-9.2	0.9	0.7	0.5	1.7	-2.0	-6.1	1.9
CCCCn1c(CN2CCN(C)CC2)nc2ccccc21	3.2	.	4.8	-1.9	-0.5	1.3	0.9	1.4	-6.6	.
COc1ccc([C@H]2[C@H](C(=O)C(C)(C)C)N3N=Cc4ccccc4C3C23C(=O)OC(C)(C)OC3=O)cc1 (stereo partly specified)	-1.7	-8.4	-9.5	5.2	0.7	2.6	0.4	0.0	-1.9	.
CS(=O)(=O)c1cnc(-c2ccccc2)nc1Oc1ccc(Cl)cc1	0.9	-7.5	-5.0	-3.1	0.6	1.9	-4.8	0.1	-8.0	.
COc1ccc(OC)c(C2=NO[C@@H]3C(=O)N(c4cc(Cl)ccc4OC)C(=O)[C@H]23)c1	-1.3	1.7	-3.2	29.2	0.6	-2.7	-0.5	-0.7	0.5	-4.0
Cc1cccc(NC2=C(Cl)C(=O)OC2OC(C)C)c1 (stereo unspecified)	0.8	4.0	.	-6.2	0.6	-5.5	-18.8	-1.6	-3.2	-1.8
CC1=C(CC(=O)c2ccc(Cl)cc2)C(=O)c2ccccc2C1=O	0.5	-19.7	0.5	-0.6	0.1	-3.8	-8.0	-0.9	3.2	.
CCOC(=O)c1[nH]c(C)c(C(=O)N2CCN(c3ccccc3)CC2)c1C	-2.8	10.4	18.2	-5.9	-0.9	-8.4	0.6	.	-6.8	.
CCS(=O)(=O)Nc1ccccc1C(N)=O	-0.8	-8.7	-7.3	9.8	-0.7	3.1	-4.2	0.7	-6.2	-1.1
Cc1ccc(C)c(N(C(=O)c2csnn2)C(C(=O)NC2CCCCC2)c2ccncc2)c1 (stereo unspecified)	0.1	.	0.4	-0.8	-2.2	-6.7	-6.7	-4.1	2.6	-2.1
Cc1cc(C)c2[nH]c(=O)c(CN(CC3CCCO3)C(=O)c3cnccn3)cc2c1 (stereo unspecified)	-0.4	-0.1	3.2	2.2	-1.0	-0.3	-7.3	-1.3	-2.1	.
Cc1ccc(-c2sc(C(=O)NN)c(C)c2C#N)cc1	0.4	.	-7.4	4.7	0.0	3.8	-2.6	0.0	-10.9	-3.4
Cc1ccc(C)c(SCC(=O)NCC(c2ccco2)N2CCCCC2)c1 (stereo unspecified)	0.0	-2.5	-1.0	-3.6	1.1	-0.8	-1.7	-2.7	-3.4	-2.2
COc1ccc(/C=C2/SC(=O)N(CCNC(=O)C3CCCN3C(=O)c3cccs3)C2=O)cc1 (stereo unspecified)	1.3	0.7	0.5	-3.3	0.4	-5.5	13.7	-2.3	-3.7	12.0
O=[N+]([O-])c1ccccc1/C=N/Nc1nc(N2CCCC2)nc(N2CCCC2)n1	3.9	-22.8	0.2	-3.2	0.1	-1.5	2.7	21.8	-10.0	-0.7
CCCC(NC(=O)Cc1c(C)c2cc3c(C)c(C)oc3c(C)c2oc1=O)C(=O)N[C@@H](Cc1ccccc1)C(=O)O (stereo partly specified)	3.2	-5.3	4.8	-11.7	0.6	2.6	2.6	-3.6	-1.0	-0.6
Oc1ccc(/C=N/NC(=S)NCCN2CCOCC2)c(O)c1	4.0	-7.9	-1.9	.	0.2	4.1	-7.1	0.0	-6.1	-1.1
O=C(Nc1nnc(-c2ccc(F)cc2)o1)c1ccco1	2.8	8.1	8.8	.	0.1	-0.7	-6.3	-0.5	6.0	0.3
CCC1C(C#N)=C(N)OC2=C1C(=O)CC(C)(C)C2 (stereo unspecified)	0.0	0.5	-4.5	.	1.0	1.1	-7.0	-0.5	2.9	.
CC1CC(C(F)(F)F)n2ncc(C(=O)O)c2N1 (stereo unspecified)	-0.6	-4.5	3.1	5.3	1.2	-3.1	-4.6	-0.5	-4.3	.
O=C(CCN1C(=O)/C(=C/c2ccc(Cl)cc2)SC1=S)Nc1ccc(C(=O)O)cc1	-0.2	-0.2	2.8	-4.8	1.7	0.8	-1.5	.	-2.2	-0.9
O=C(c1cc(-c2ccco2)on1)N1CCN(C(c2ccccc2)c2ccccc2)CC1	-0.6	-73.7	-39.4	-5.0	-5.2	3.9	14.2	-1.2	-11.2	-5.2
CCC1CCCCN1S(=O)(=O)c1ccc(NC(=O)C2CCN(C(=O)c3ccco3)CC2)cc1 (stereo unspecified)	-2.1	-24.8	-1.0	-4.3	0.2	4.4	-2.3	-2.5	-5.2	-2.8
O=S(=O)(NCCC1=CCCCC1)c1ccccc1Cl	-3.1	10.6	9.7	.	-1.7	0.0	-5.5	-1.1	-6.5	1.3
CC1(C)NC(=O)N(CC(O)CN2CCOCC2)C1=O (stereo unspecified)	-6.9	.	-5.9	1.1	1.4	0.7	0.0	-1.9	0.1	-0.8
Nc1nnc(Cc2ccc(Cl)cc2Cl)s1	4.0	.	3.1	-3.1	-1.2	-8.6	-5.8	.	0.5	-6.2
Cc1ccc(S(=O)(=O)NCc2ccc(C(=O)N(C)CCC#N)cc2)cc1	-0.6	-4.9	-4.1	-2.0	-0.2	-0.8	7.5	.	1.5	.
CC(C)(C)S(=O)N1Cc2cn(Cc3ccccc3)c(=O)cc2[C@@H]1CCO (stereo partly specified)	-0.8	-3.5	0.7	5.8	10.8	-3.0	6.7	-1.3	-2.6	0.8
CC(C)(CO)NC(=S)NCc1ccco1	3.2	.	-2.4	.	-1.4	.	0.6	-3.2	-8.0	10.1
O=C(COC(=O)c1ccc(Br)c(S(=O)(=O)N2CCOCC2)c1)NC1CC1	1.1	-3.4	1.1	-5.1	-1.8	-2.3	-3.0	-0.8	-0.4	-4.5
COCCN(C(=O)Cc1cccs1)C(C(=O)NCc1ccc(OC)cc1)c1ccc(OC)cc1 (stereo unspecified)	-1.3	-7.9	1.8	-4.1	-0.2	-1.4	-2.6	-0.1	-7.6	.
Cc1ccc(S(=O)(=O)CC(=O)N2CCN(c3ccc(F)cc3)CC2)cc1	2.0	-1.8	2.6	-5.1	-1.9	4.7	3.0	-2.4	-9.1	0.8
CC1C(=O)N2CCCc3cc(NC(=O)C(=O)NCCc4ccccc4)cc1c32 (stereo unspecified)	-0.3	14.7	7.2	-2.1	0.1	-4.0	2.3	-2.1	-2.8	-5.3
Cc1cccc(C)c1NC(=S)N1CCC(N(C)CC2CCCO2)CC1 (stereo unspecified)	-4.2	7.4	-5.3	1.9	1.3	-0.3	-2.3	.	-4.3	.
COc1ccc(CC(=O)Nc2ccc(C(=O)NC(C)(C)C)cc2)cc1	-3.1	-2.3	3.5	-10.9	1.3	-0.6	-10.6	-3.9	35.1*	-4.1
CCN(c1ccccc1)S(=O)(=O)c1ccc2[nH]cc(C(=O)N3CCOCC3)c(=O)c2c1	-2.5	10.2	1.6	0.9	-0.6	2.7	-9.3	-0.6	-4.5	.
Cc1cc(C)c(C)c(S(=O)(=O)Nc2ccc(C(=O)N3CCCC3)cc2)c1C	3.4	-6.7	3.1	-3.9	3.1	1.5	7.9	0.3	-5.8	-2.7
O=C1CCn2nc(-c3ccc(Cl)cc3)cc2N1	-4.3	28.5	-6.5	-3.2	-1.1	0.0	-4.0	-1.0	-6.0	-4.2
CCOC(=O)c1c(N)sc(C(=O)N2CCCC(C(N)=O)C2)c1C (stereo unspecified)	-3.2	-6.5	10.9	-2.0	-0.3	-5.4	-5.0	-0.1	-1.7	.
Cc1ccn2cc(CSc3ccccc3N)nc2c1	-4.8	55.0	-20.6	-4.3	-1.5	-0.7	-9.6	-1.2	1.5	.
Cc1ccc(C(=O)OCC(=O)Nc2ncc(Cl)cc2Cl)cc1NC(=O)c1ccco1	-0.8	-14.5	6.9	0.9	-2.0	-2.0	10.8	0.2	-9.7	-2.9
CC(=O)c1ccc(NC(=O)COC(=O)CCc2ccc(S(=O)(=O)N3CCOCC3)cc2)cc1	-2.1	17.2	37.4	0.3	-0.6	2.3	6.1	-0.6	1.8	0.3
Cc1cc(NC(=O)COC(=O)c2cc3c(s2)CCC(C)C3)no1 (stereo unspecified)	-0.9	3.1	-4.9	9.5	-1.3	1.1	2.2	-0.2	2.1	-0.9

One compound at a time, as listed above.
Cc1cc(C)c(C)c(S(=O)(=O)Nc2ccc(C(=O)N3CCCC3)cc2)c1C across the screens: V-ATPase pHluor: 3.4; MITF TRPM1 HTS: -6.7; Rtt109 HAT inh: 3.1; CAL PDZ FP-1: -3.9; CDK5 inh: 3.1; cardiac RTF act: 1.5; Tat transport: 7.9; CAL PDZ FP-2: 0.3; dFosB activator: -5.8; Wnt act: -2.7
CC1C(=O)N2CCCc3cc(NC(=O)C(=O)NCCc4ccccc4)cc1c32 (stereo unspecified) across the screens: V-ATPase pHluor: -0.3; MITF TRPM1 HTS: 14.7; Rtt109 HAT inh: 7.2; CAL PDZ FP-1: -2.1; CDK5 inh: 0.1; cardiac RTF act: -4.0; Tat transport: 2.3; CAL PDZ FP-2: -2.1; dFosB activator: -2.8; Wnt act: -5.3
